hcGAS inh – Primary biochemical luminescence assay for human cyclic GMP-AMP synthase inhibitors; inhibition, % at 12.5 µM; recombinant h-cGAS, ATP depletion, Kinase-Glo luminescence; 290,000 tested, 0.081% active; AID 1259398, 2018; Q8N884;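 further: 0% = vehicle reaction and 100% = reaction without DNA for no activity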
Target sequence (Q8N884 whole entry, looked up): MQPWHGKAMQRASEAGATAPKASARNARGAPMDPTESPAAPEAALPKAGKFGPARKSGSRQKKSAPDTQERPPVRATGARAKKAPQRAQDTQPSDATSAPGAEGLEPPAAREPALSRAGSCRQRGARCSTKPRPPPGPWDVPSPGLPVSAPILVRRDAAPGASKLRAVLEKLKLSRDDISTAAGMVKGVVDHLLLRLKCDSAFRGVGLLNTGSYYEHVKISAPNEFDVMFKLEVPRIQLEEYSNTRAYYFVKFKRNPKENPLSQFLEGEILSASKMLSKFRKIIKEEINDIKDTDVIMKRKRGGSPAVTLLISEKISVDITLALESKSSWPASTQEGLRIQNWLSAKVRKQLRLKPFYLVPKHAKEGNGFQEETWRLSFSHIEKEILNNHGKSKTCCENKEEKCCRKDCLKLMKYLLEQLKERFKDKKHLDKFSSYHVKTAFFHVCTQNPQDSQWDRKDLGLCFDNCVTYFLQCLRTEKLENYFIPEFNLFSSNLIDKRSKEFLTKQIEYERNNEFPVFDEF
NPYLR7 ag – agonists of mosquito NPYLR7 receptor, primary screen, cell-based, Aedes aegypti, calcium fluorescence, mosquito biting behavior; Aedes aegypti neuropeptide Y-like receptor 7 (NPYLR7); HEK293T NPYLR7/Galpha15, GCaMP6s calcium fluorescence; activation, % at 10 µM; 270,000 tested, 0.15% active; AID 1259423, 2018; in the data active means activation above about 40%;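 further: 0% = vehicle and 100% = reference agonist at the receptor; some compounds past the cut are filed as inactive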
mcGAS inh – cyclic GMP-AMP synthase inhibitors, mouse, primary biochemical chemiluminescence; inhibition, % at 12.5 µM; Q8C6L5; 160,000 tested, 0.15% active; recombinant cGAS, Kinase-Glo ATP depletion luminescence;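 further: 0% = negative control wells and 100% = reference inhibitor with no enzyme activity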
Numbers without * were called inactive; · = no result given. Unless noted, no stated cut-off is given here; in the data, active means inhibition above about 40%; inactive means the rest. Compounds were not picked by outcome (roughly 0.29% active in at least one column).

smiles	hcGAS inh	NPYLR7 ag	mcGAS inh
O=C(NC1CC1)C1CNCCN1C(=O)c1cnn2c1CCCC2 (stereo unspecified)	-4	3	-16
CCOC(=O)CC(=O)CSC1=C(C#N)C(c2ccccc2F)C(C(=O)OCC)C(=O)N1 (stereo unspecified)	-3	-7	·
Cc1cncnc1C1CCN(C(=O)[C@H]2CNC[C@H](C(=O)N3CCOCC3)C2)CC1	-6	·	-4
CC1CCCC(N2CC(C(=O)NNC(=O)c3cccs3)CC2=O)C1C (stereo unspecified)	-6	5	·
CCc1ccc(NC(=O)CNc2ccc(F)c(F)c2F)cc1	-6	2	·
CCOC(=O)C(C)Sc1nnc(CNC(=O)c2ccc(OC)cc2)n1CC (stereo unspecified)	4	2	2
CC(=O)NC(=Nc1nc(C)cc(C)n1)Nc1cccc(C(F)(F)F)c1	-2	-6	·
CCc1ccc(-c2nc(C)c(C(C)=O)n2O)cc1	-6	16	·
COc1ccc(CCn2c3c(c(=S)[nH]c2=O)CCC3)cc1	-8	1	-7
O=C(CC(c1ccccc1)c1ccc(Cl)cc1)NCCN1CCOC1=O (stereo unspecified)	-7	10	·
Cc1cccc(C(=O)N2CCN(C(C(=O)NCc3ccccn3)C3CCCC3)CC2)c1 (stereo unspecified)	-5	-8	-4
COc1ccccc1-c1nc(CSc2nc(-c3ccccc3)cc(=O)[nH]2)c(C)o1	-5	-1	16
CCCCCc1ccc(C(=O)N2CCN(c3nc(C)nc(C)c3Cc3ccccc3Cl)CC2)cc1	4	3	0
CCc1noc(CS(=O)(=O)C(C)c2ccc(F)cc2)n1 (stereo unspecified)	4	6	·
CN1CCCC(CSc2nnc(NCC(F)(F)F)s2)C1 (stereo unspecified)	-1	7	-10
O=C(ONC1=NCCCCC1)c1ccc([N+](=O)[O-])o1	-3	0	-3
CCOC(=O)c1sc(NC(=O)Cn2ncc(Cl)c(Cl)c2=O)cc1C	3	-1	6
CN(CCNC(=O)C(F)(F)F)C(=O)Nc1cccc(F)c1	-9	-8	-4
CCc1nn2c(nnc3c(=O)n(N4CCN(C)CC4)ccc32)c1-c1ccc(Cl)cc1	-6	1	·
O=C(CSc1nnc(-c2ccco2)o1)c1cc2ccccc2oc1=O	-7	0	·
O=C(NCCNC(=O)C1CC1)c1sc(N2CCCC2)nc1Cl	-6	0	·
COc1ccc(OC)c(/C=N\NC(=O)CSc2nc3ccccc3n2Cc2ccccc2)c1	-4	-5	-5
CCc1c(C)nc(-n2nc(C)cc2NC(=O)c2cc(=O)c3ccccc3o2)[nH]c1=O	-6	16	-8
Cc1sc2nc(C(C)N3CCCCC3C)[nH]c(=O)c2c1C (stereo unspecified)	-5	8	·
O=C(CN(CC1CCCO1)C(=O)c1cc(C(F)(F)F)cc(C(F)(F)F)c1)N(Cc1ccc2c(c1)OCO2)Cc1cccs1 (stereo unspecified)	2	-2	1
Cc1nn(CC(=O)N(C)C2CCS(=O)(=O)C2)c(C)c1S(=O)(=O)N(C)C (stereo unspecified)	-5	6	·
CCC(=O)Nc1cccc(-n2nc(OCCc3ccc(OC)cc3)nc2-c2ccco2)c1	0	16	-9
CC1=CC[C@@H]2CN(C(=O)CSc3nccn3C)C[C@@H]2C1	-3	0	·
CCOc1ccc(C2c3[nH]c4ccccc4c3CCN2Cc2cnc(SC)nc2)cc1 (stereo unspecified)	-4	7	-14
CC(C)CC(C(=O)N1CCOCC1)N1C(=O)CSC1c1ccc(F)cc1F (stereo unspecified)	-7	5	-4

Next part
smiles	hcGAS inh	NPYLR7 ag	mcGAS inh
Cc1ccc(-c2csc3ncn(CC(=O)c4cc(C)n(C5CC5)c4C)c(=O)c23)s1	1	1	0
CCOC(=O)N1CCC(N2CCOc3ccc(CN4CCCCC4C(=O)OC)cc3C2)CC1 (stereo unspecified)	-4	20	-8
Cc1ccc(C(NC(=O)c2ccc(-n3cnnc3)cc2)c2cccs2)cc1 (stereo unspecified)	-5	-7	·
COc1cccc(CO[C@]2(C(=O)NCCN3CCOCC3)CC(OCc3cccc(C(F)(F)F)c3)[C@@H]3OC(C)(C)O[C@@H]3C2)c1 (stereo partly specified)	-6	10	-6
O=C(O)c1ccoc1CSC(F)F	-7	1	-17
CN(C)Cc1ccc(CNCc2cnc(-c3ccccc3)s2)cc1	-13	6	·
O=C(O)c1ccccc1C(c1ccc(O)cc1)c1ccc(O)cc1	-9	-22	·
O=C(CCC1CCCC1)NNC(=O)CC12CC3CC(CC(C3)C1)C2	0	12	-1
CCCC(C)N(C)S(=O)(=O)c1ccccc1C(=O)O (stereo unspecified)	-5	4	·
CNC(=O)C1CCCN(S(=O)(=O)N2CCCC2)C1 (stereo unspecified)	-4	8	·
CC(=O)OC(C(=O)NCCCOc1cccc([N+](=O)[O-])c1)c1ccccc1 (stereo unspecified)	-4	-1	-4
CC(C)CNc1ccc2c(n1)C(=O)N([C@H](C)C(=O)NCc1ccc(N(C)C)cc1)C2	-10	6	·
COCCNC(=O)C1(C)CCCN(Cc2ccnc3ccccc23)C1 (stereo unspecified)	-11	0	·
COc1ccc(-c2cc(C(=O)O)c3[nH]c(-c4ccccc4)nc3n2)cc1O	-6	0	-7
CC(C)Cc1nc(SCC(=O)Nc2ccc(C(N)=O)cc2)c2c(=O)n(C)c(=O)n(C)c2n1	-8	-4	-9
COc1cc2nc(CSCc3ccccc3)oc(=O)c2cc1OC	-5	1	-7
Cc1cc(C)c2oc(=O)n(C3CCN(C(=O)c4ccc(N(C)C)cc4)CC3)c2c1	-10	4	-8
CN1C(=O)NC(c2ccc(C(F)(F)F)cc2)C2=C1CN(Cc1cccnc1)C2=O (stereo unspecified)	-8	-3	-6
Cc1ccc(S(=O)(=O)NCC(c2cccn2C)N2CCc3ccccc3C2)s1 (stereo unspecified)	-3	-3	-7
COc1ccccc1-n1ncc2c(C)nnc(SCC(=O)NCCc3ccccc3)c21	-5	-8	-10
CN(Cc1cccc2ccccc12)c1nc(-c2ccc(Br)cc2)nc2ccccc12	0	-1	-2
CC1(C(=O)NS(=O)(=O)c2ccccc2Cl)CCN1C(=O)C1(c2ccc(Cl)cc2)CCC1 (stereo unspecified)	-1	-2	·
Cc1nnc(-c2cc3ccccc3n2CC(=O)NCc2ccccc2)o1	2	-7	0
CCOC(=O)Cn1c(=NC(=O)c2ccc(S(=O)(=O)N(C)C)cc2)sc2c(C)cc(C)cc21	-7	1	-7
Brc1cc2c(cc1CSc1nncs1)OCO2	-5	0	·
COc1ccc(CCn2c(-c3cccc(OCc4ccccc4)c3)nc3cc(Cl)ccc3c2=O)cc1	-5	5	-7
COc1cccc(NC(=O)CCC2CCN(Cc3nc4ccccc4n3C)CC2)c1	-4	8	·
O=C(CCCCc1ccccc1)N1CCCC(N2CCN(c3ccc(F)cc3)CC2)C1 (stereo unspecified)	-4	16	-8
COCc1nc(C2CC(N)C2)cc(N2CCC3(CCC(=O)N3)CC2)n1 (stereo unspecified)	-5	·	-4
CCCCOc1ccc(C(=O)Nc2c(C(=O)OCC)[nH]c3ccccc23)cc1	-7	1	-7

Taken from above.
Cc1nnc(-c2cc3ccccc3n2CC(=O)NCc2ccccc2)o1 – mcGAS inh: 0
CCOC(=O)N1CCC(N2CCOc3ccc(CN4CCCCC4C(=O)OC)cc3C2)CC1 (stereo unspecified) – hcGAS inh: -4
O=C(CCC1CCCC1)NNC(=O)CC12CC3CC(CC(C3)C1)C2 – hcGAS inh: 0

Of the compounds above, these contain an NH in an aromatic ring:
smiles	hcGAS inh	NPYLR7 ag	mcGAS inh
COc1ccc(CCn2c3c(c(=S)[nH]c2=O)CCC3)cc1	-8	1	-7
COc1ccccc1-c1nc(CSc2nc(-c3ccccc3)cc(=O)[nH]2)c(C)o1	-5	-1	16
CCc1c(C)nc(-n2nc(C)cc2NC(=O)c2cc(=O)c3ccccc3o2)[nH]c1=O	-6	16	-8
Cc1sc2nc(C(C)N3CCCCC3C)[nH]c(=O)c2c1C (stereo unspecified)	-5	8	·
CCOc1ccc(C2c3[nH]c4ccccc4c3CCN2Cc2cnc(SC)nc2)cc1 (stereo unspecified)	-4	7	-14
COc1ccc(-c2cc(C(=O)O)c3[nH]c(-c4ccccc4)nc3n2)cc1O	-6	0	-7
CCCCOc1ccc(C(=O)Nc2c(C(=O)OCC)[nH]c3ccccc23)cc1	-7	1	-7

(list continues)
smiles	hcGAS inh	NPYLR7 ag	mcGAS inh
O=C(c1ccno1)N(CCN1CCOCC1)c1nc2c(F)cc(F)cc2s1	5	0	·
COc1cc2c(cc1OC)CN(S(=O)(=O)c1ccc(OC)c(N3CCN(S(=O)(=O)c4ccccc4C#N)CC3)c1)CC2	-10	5	-8
CCN1CCN(Cc2cc(C(=O)N3CCC(N)C3)no2)CC1 (stereo unspecified)	-1	-3	·
CCOC(=O)c1c(C)[nH]c(C(=O)N2C[C@H](N(C)C)C[C@H]2CO)c1C	-8	-2	-12
Cc1ccc(-c2cc(C(=O)N3CCC(C(N)=O)CC3)c3c(C)nn(C4CCS(=O)(=O)C4)c3n2)cc1 (stereo unspecified)	-4	0	-9
CCc1ccc(S(=O)(=O)N2CCN(c3ccc4nnc(-c5ccco5)n4n3)CC2)s1	-7	2	-9
Cc1cccc(C(=O)N2CCCC2(C)C(=O)O)c1C (stereo unspecified)	-2	-1	·
CCC(C)N(Cc1cccnc1)C(=O)c1ccc(NS(=O)(=O)CC)cc1 (stereo unspecified)	-10	10	-12
COc1cccc(C=C2SC(N3CCCCC3)=NC2=O)c1	-1	1	·
CSc1ncc(CNC2CC(C)(C)Cc3c2cnn3-c2ccc(F)cc2)cn1 (stereo unspecified)	-10	3	·
Cc1n[nH]c(C)c1CC(=O)N1CCC(c2[nH]ncc2-c2ccccc2)CC1	-4	-2	·
COc1ccc(C)cc1COc1ccccc1C(N)=O	-9	1	·
CNS(=O)(=O)c1cc(C(=O)N2CCc3sccc3C2)cc(C)c1C	-2	-5	·
Cc1cc2cc(NC(=O)CCCNC(=O)C3CC3)ccc2[nH]1	-6	2	·
CC(C)NC(=O)Nc1ccccc1NC(=O)c1ccc(S(C)=O)cc1 (stereo unspecified)	-8	8	-17
CS(=O)(=O)c1ccc(C(=O)N(CCCn2ccnc2)c2nc3ccccc3s2)cc1	-7	-13	-7
Cc1cccc(N2C(=O)N(c3cccc(C)c3)C3CS(=O)(=O)CC32)c1 (stereo unspecified)	-7	-2	·
COCCN(CC(=O)N(Cc1ccco1)Cc1cccn1C)C(=O)Nc1c(C)cccc1C	-3	-9	-5
CC1=CC[C@@H]2CN(C(=O)c3ccc(Cn4cnnn4)cc3)C[C@@H]2C1	-6	4	-18
Cc1ccc(-n2nc(C)c(=O)c(-c3ccccc3)c2NC(=O)c2ccco2)cc1	-6	6	·
Cc1cccc(NC(=O)N(CCCN2CCOCC2)CC(=O)N(Cc2ccc(F)cc2)Cc2ccco2)c1C	-12	-3	-7
Cc1cc(C)n(C)c(=O)c1C(=O)N(Cc1ccsc1)CC1CCCO1 (stereo unspecified)	0	-6	-1
CCOCCCn1c(O)c(C=C2C=c3cc(C)ccc3=NC2=O)sc1=S	-9	-1	-7
CCC(=O)NCc1ccccc1-c1ccccc1CO	0	2	-3
Cn1c(CO[N+](=O)[O-])c(Br)c(=O)n(C)c1=O	7	-7	·
Cc1nc(C)c(Cc2ccc(F)cc2)c(N2CCN(C(=O)C(C)(C)CCl)CC2)n1	-7	30	-5
CCNc1cc(Nc2ccccc2)c2c3c(onc13)-c1ccccc1C2=O	-28	-16	·
CN1CCCC(CN2CCN(Cc3cc4n(n3)CCNC4)CC2)C1 (stereo unspecified)	-3	8	·
Cc1ccc(NCc2coc(-c3cccs3)n2)cc1C(F)(F)F	9	-2	2
COc1ccc(C(C)=O)cc1CC1(C)C(=O)Nc2ccc(-c3ccccc3OC)cc21 (stereo unspecified)	0	0	-3
Cc1nnc(SCC(=O)N2CCC(C(=O)O)CC2)n1Cc1ccccc1	4	-5	·
CCOc1ccccc1OCC(=O)N/N=C\c1cccc(OC(=O)/C=C/c2ccco2)c1	-5	0	·
COc1cc(C)ccc1-n1c(CCC(=O)NCCCN2CCOCC2)cc2c1-c1ccccc1OC2	-8	2	-12

Assay outcomes from PubChem BioAssay.
